BRCA1 expr up: increases BRCA1 expression. Potency, µM (series often up to 46.1 µM), for inactives: at the highest dose activation, most hits filed as activators. MCF7-BRCA1-FFLuc reporter, luminescence, 48 h; response scale: scaled: vehicle 0%, 10 µM genistein 100%. actives 1.1% (n = 380,000); note: potency is the fitted concentration of half-maximal effect; nearly all actives have a fitted effect of over 80% in size; some results filed as inactive show a strong effect at the top dose
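Activators of BRCA1 expression were detected as increased firefly luciferase luminescence in engineered MCF7 cells after 48 h compound incubation. Signals were scaled to genistein 10 microM as full activation.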
p53 reactivator: restores transcriptional activity of mutant p53; H1299 p53-A138V BP100-luciferase reporter, luminescence, 24 h; AID 504706; actives 0.063% (n = 320,000); Potency, µM (highest dose often 92.2 µM), without a hit: at the top dose activity change, positive = activation, most hits filed as activators; note: potency is the fitted concentration of half-maximal effect; % of control where 0% means no effect; nearly all actives have a fitted effect of over 45% in size
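p53-null H1299 cells stably carrying temperature-sensitive p53-A138V and a BP100-luciferase reporter were pinned with compounds (4-point, 1:5 series) and held 24 hrs at 37 deg C. Luminescence was read 10 min after detection reagent.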
FLuc counter: inhibits or activates purified firefly luciferase, miR-21 counter-screen | purified FLuc, Km substrates, luminescence inhibition | Potency, µM (doses to about 57.5 µM), for inactives: at the highest dose activity change, negative = inhibition, most hits filed as inhibitors | actives 6.9% (n = 360,000) | AID 588342;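 note: potency is the fitted concentration of half-maximal effect; plate controls were vehicle for no effect and reference inhibitor for full effect; nearly all actives have a fitted effect of over 55% in size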
Target sequence (P08659 whole entry, looked up): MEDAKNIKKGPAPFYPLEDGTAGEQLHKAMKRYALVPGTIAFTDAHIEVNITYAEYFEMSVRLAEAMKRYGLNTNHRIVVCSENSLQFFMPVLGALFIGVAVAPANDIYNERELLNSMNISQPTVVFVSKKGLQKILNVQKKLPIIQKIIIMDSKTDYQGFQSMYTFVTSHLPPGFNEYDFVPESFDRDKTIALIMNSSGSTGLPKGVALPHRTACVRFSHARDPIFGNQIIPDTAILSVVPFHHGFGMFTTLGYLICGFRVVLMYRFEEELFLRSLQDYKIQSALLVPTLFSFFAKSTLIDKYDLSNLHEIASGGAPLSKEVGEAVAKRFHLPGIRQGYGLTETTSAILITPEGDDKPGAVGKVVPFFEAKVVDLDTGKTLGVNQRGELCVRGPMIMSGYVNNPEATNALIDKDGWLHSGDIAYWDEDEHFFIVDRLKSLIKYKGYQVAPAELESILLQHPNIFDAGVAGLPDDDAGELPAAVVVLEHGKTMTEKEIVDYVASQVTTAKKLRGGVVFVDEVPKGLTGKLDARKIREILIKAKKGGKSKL
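Purified P. pyralis luciferase, 10 nM final, with Km-level 10 uM D-luciferin and 10 uM ATP in 50 mM Tris acetate pH 7.5, 10 mM Mg acetate, 0.01% Tween-20, 0.05% BSA; 6-point qHTS titration about 60 µM downward; luminescence read.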
ELG1 repair inh: blocks ELG1-dependent DNA repair in HEK293T cells; HEK293T ELG1-luciferase reporter, luminescence, 16 h; DNA damage induced by 5-fluorouridine; Potency, µM (doses to about 46.1 µM), for the others: at the top dose activity change, negative = inhibition, actives largely listed as inhibitors; actives 2.3% (n = 330,000); AID 504467; note: potency is the fitted concentration of half-maximal effect; % is set by controls: 0 for no effect and ±100 for the full control effect; nearly all actives have a fitted effect of over 55% in size
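5-Fluorouridine DNA damage + compound/DMSO, 2,000 cells/well, 16 h, 37 °C/5% CO2. ONE-Glo, 30 min RT, luminescence. Readout = decrease in reporter signal.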
RORgamma inh: ROR gamma (mouse) transcription inhibition; Drosophila S2 Gal4-RORgamma UAS-luciferase reporter, 20 h; Potency, µM (series often up to 53.6 µM), for the others: top-dose activity change, negative = inhibition, most hits filed as inhibitors; AID 2551; actives 5.4% (n = 310,000); note: potency is the fitted concentration of half-maximal effect; % is set by controls: 0 for no effect and ±100 for the full control effect; nearly all actives have a fitted effect of over 60% in size
Target sequence (P51450 whole entry, looked up, the tested form may be a part): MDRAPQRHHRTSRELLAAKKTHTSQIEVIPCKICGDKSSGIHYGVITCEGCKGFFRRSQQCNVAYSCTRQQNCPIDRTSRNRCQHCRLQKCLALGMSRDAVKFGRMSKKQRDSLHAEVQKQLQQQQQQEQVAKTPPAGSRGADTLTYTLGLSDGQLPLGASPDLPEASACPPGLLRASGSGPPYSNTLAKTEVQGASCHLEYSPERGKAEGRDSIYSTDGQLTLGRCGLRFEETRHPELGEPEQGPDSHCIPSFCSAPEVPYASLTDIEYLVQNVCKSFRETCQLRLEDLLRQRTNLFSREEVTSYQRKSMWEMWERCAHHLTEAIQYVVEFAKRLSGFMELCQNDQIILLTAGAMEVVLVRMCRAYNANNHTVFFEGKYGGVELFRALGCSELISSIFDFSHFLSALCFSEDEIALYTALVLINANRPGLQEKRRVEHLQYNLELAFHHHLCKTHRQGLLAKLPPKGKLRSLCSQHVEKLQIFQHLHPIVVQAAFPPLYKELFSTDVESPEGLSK
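In this cell-based reporter format, copper sulfate (700 uM final) drives Gal4–ROR gamma fusion expression from a metallothionein promoter in Drosophila Schneider cells; compounds preincubated 1 hr, reporter read after 20 hr at ambient temperature.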
Rab9 prom act: activates the Rab9 promoter; Huh7 Rab9 promoter-luciferase reporter, luminescence, 24 h; Potency, µM (highest dose often 9.22 µM), for the others: at the top dose activation, negative = inhibition, hits mostly activators; actives 2.8% (n = 320,000); AID 485297; note: potency is the fitted concentration of half-maximal effect; % of control where 0% means no effect; nearly all actives have a fitted effect of over 60% in size
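Cells were plated at 1500 per well in reduced-serum medium with 10% FBS and left 2 h. Compound in DMSO was then added for 24 h at 37 °C. Reporter signal was read by luminescence after 10 min with luciferase detection reagent.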
TRPV1 ag: activates the human vanilloid receptor TRPV1; Q8NER1; TRPV1-expressing cells, Fluo-8 calcium influx, agonist mode; activation, % at 8.33 µM; actives 0.19% (n = 320,000); AID 540275; in the data active = activation above about 80%; inconclusive = between about 30% and that limit; note: 0% is about no effect
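Fluo-8 calcium influx in TRPV1-expressing cells, kinetic read (ex 480/em 520 nm). Compound added and read 3 min for agonist activity, followed by capsaicin at EC20 final and 2 min further read for enhancement.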
Tb PFK inh: inhibitors of T. brucei phosphofructokinase. T. brucei PFK, ADP-Glo luminescence. AID 485367. O15648. Potency, µM (doses to about 57.5 µM), without a hit: at the top dose activity, negative = inhibition, actives largely listed as inhibitors. actives 0.17% (n = 330,000);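 note: potency is the fitted concentration of half-maximal effect; 0% = uninhibited 1x PFK enzyme wells and -100% = no-enzyme wells; nearly all actives have a fitted effect of over 60% in size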
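In TEA buffer at pH 8.0 with 5 mM MgCl2, enzyme (1.25 nM) converted F6P (0.5 mM) and ATP (0.1 mM) for 45 min at room temperature. ADP product was read by luciferase luminescence.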
Gal4-VP16 FLuc: Gal4-VP16 reporter inhibition counter-screen. Potency, µM (series often up to 53.6 µM), without a hit: at the highest dose activity, negative = inhibition, hits mostly inhibitors. Drosophila S2 Gal4-VP16 UAS-luciferase, luminescence, 20 h. actives 3.5% (n = 310,000);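 note: Gal4-VP16 expression switched on by copper sulfate through the metallothionein promoter; potency is the fitted concentration of half-maximal effect; % is set by controls: 0 for no effect and ±100 for the full control effect; nearly all actives have a fitted effect of over 50% in size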
NPC1 promoter act: activators of NPC1 promoter; Huh7 NPC1 promoter luciferase reporter, 24 h; Potency, µM (doses to about 9.22 µM), for the others: top-dose activation, hits mostly activators; actives 2.4% (n = 320,000);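 note: potency is the fitted concentration of half-maximal effect; % of control where 0% means no effect; nearly all actives have a fitted effect of over 60% in size; reporter is driven by a mutant NPC1 promoter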
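In 1536-well qHTS, Huh7 cells harboring an NPC1 promoter–luciferase construct received compound for 24 h; activation was quantified by luminescence following luciferase reagent addition.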
ELG1 genotoxic: induces genotoxicity in HEK293T cells with luciferase-tagged ELG1. HEK293T ELG1-luciferase reporter, luminescence, 16 h. Potency, µM (titrated, usually from 46 µM), for the others: at the highest dose activity change, positive = activation, actives largely listed as activators. actives 1.3% (n = 330,000). AID 504466; note: potency is the fitted concentration of half-maximal effect; % of control where 0% means no effect; nearly all actives have a fitted effect of over 60% in size
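After overnight (16 hr) compound treatment at 37 °C, ELG1-luciferase HEK293T cells were lysed with ONE-Glo; luminescence quantified 30 min later at room temperature.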
Active calls of the source: *; u = inconclusive; x = no result given; & = joins results of further samples. Unless noted, calls come from the whole dose curve; as a rule, active = well fitted curve in the direction sought with a large enough effect; inconclusive = small, poorly fitted or top-dose-only effect, or another doubt; inactive = no such curve, though single readings can be large; an effect the other way counts as inactive or inconclusive.

Each structure is followed by: BRCA1 expr up	p53 reactivator	FLuc counter	ELG1 repair inh	RORgamma inh	Rab9 prom act	TRPV1 ag	Tb PFK inh	Gal4-VP16 FLuc	NPC1 promoter act	ELG1 genotoxic
COc1ccc(N2C(=O)NC(NS(=O)(=O)c3ccccc3)(C(F)(F)F)C2=O)cc1 (configuration not stated)
    -8%	1%	0%	12%	-20%	-5%	-3	0%	2%	0%	0%
O=C(NNC(=O)c1cccc(-n2cccc2)c1)c1ccccc1
    91%	21%	u	u	x	-1%	1	-5%	x	2%	u
CCCCCc1ccc(-c2cn(Cc3ccc4ccccc4c3)nn2)cc1
    17%	x	2%	8%	-2%	9%	1	8%	-4%	1%	6%
CC(C)N(Cc1nc(-c2ccc(Cl)cc2)no1)C(=O)c1cccs1
    -50%	-3%	2%	u	35%	-2%	4	0%	4%	-1%	-6%
COc1ccccc1CNC(=O)C1CCC(CNc2c(N3CCCCC3)c(=O)c2=O)CC1 (configuration not stated)
    -2%	-1%	5%	3%	6%	-2%	4	4%	17%	-3%	0%
CSc1nnc(-c2cnccn2)n1C
    7%	3%	7%	0%	-16%	-4%	-1	-2%	-4%	1%	0%
Cc1ccccc1C(=O)NNS(=O)(=O)c1cccc([N+](=O)[O-])c1
    4%	u	-6%	-7%	-12%	-1%	2	-2%	1%	1%	0%
O=C(NC(=O)c1ccccc1)OCC1CCCN2CCCCC12 (configuration not stated)
    -28%	-1%	1%	16%	10%	3%	-1	0%	7%	0%	4%
Cc1ccc(C(=O)COc2nc(C)cc(C)c2C#N)cc1
    -51%	-17%	-1%	-3%	2%	-2%	2	3%	1%	-6%	0%
CC(C)N(Cc1ccccc1)CC(O)COc1ccc(S(=O)(=O)N2CCOCC2)cc1Cl (configuration not stated)
    -2%	-6%	-2%	0%	13%	-2%	-2	-12%	-14%	-3%	-8%
COc1ccc(N2C(=O)CN(Cc3ccc(OC)c(OC)c3)C2=S)cc1
    -17%	-5%	5%	-3%	36%	-9%	2	-1%	-6%	-6%	1%
Cc1nccn1CC(=O)N/N=C/c1cc(Br)cs1
    17%	0%	-3%	1%	7%	-3%	-2	-11%	-1%	-1%	0%
COc1ccc(CC(CC(=O)O)C(=O)NCc2ccccc2)cc1 (configuration not stated)
    24%	8%	0%	-10%	-19%	-1%	-2	3%	-2%	-4%	2%
CCc1cc(=O)oc2cc(C)cc(OCC(=O)NC(Cc3c[nH]c4ccc(O)cc34)C(=O)O)c12 (configuration not stated)
    4%	8%	2%	6%	-1%	0%	2	5%	-1%	1%	1%
C[C@@H]1O[C@@H](Oc2c(-c3cc(O)c(O)c(O)c3)oc3cc(O)cc(O)c3c2=O)[C@H](O)[C@H](O)[C@H]1O
    7%	6%	1%	7%	4%&-6%	-1%	2	-27%	1%&1%	-2%	0%
Cc1ccc(OCC(=O)NC2CCCc3ccccc32)c(C)c1 (configuration not stated)
    -1%	-14%	-1%	u	1%	-6%	25	0%	-1%	1%	1%
C=CCn1c(SCC(=O)NC2CCCC2)nc2c([nH]c3ccccc32)c1=O
    -16%	16%	6%	1%	-29%	3%	1	3%	4%	2%	u
CCn1c(SCC(=O)Nc2ccc(OC)c(OC)c2)nnc1-c1ccco1
    0%	-1%	-5%	-5%	0%	-2%	2	2%	-4%	0%	-4%
CC(=O)NCCOc1cccc2ccccc12
    20%	-14%	-2%	u	2%	-1%	-4	3%	-5%	3%	u
Cc1[nH]n2c(=O)cc(Cc3ccccc3)nc2c1C#N
    2%	-9%	3%	-2%	1%	-4%	1	6%	-6%	5%	0%
CCSc1ccc(NC(=O)c2cccnc2)cc1
    -18%	7%	u	u	33%	u	u	0%	-5%	28%	2%
O=C(c1ccoc1)N1CCC2(CC1)Oc1ccc(F)cc1C(=O)C21CC(c2ccc(Cl)cc2)=NO1 (configuration not stated)
    -23%	4%	0%	u	9%	1%	2	7%	7%	-4%	-2%
CSc1nc(-c2ccccc2)nc(N2CCN(C)CC2)c1C(C)=O
    -27%	3%	1%	7%	-2%	0%	11	0%	-12%	3%	-12%
O=C(CCNC(=O)c1ccc(Br)cc1)NCCCN1CCCC1=O
    5%	6%	3%	16%	x	-3%	1	-1%	x	0%	2%
CCC(=O)N(CC)c1nc(-c2ccc(OC)cc2)cs1
    11µM*	u	15µM*	u	42%	u	17	2%	-8%	4.5µM*	7%
COc1ccccc1NS(=O)(=O)c1cc(NC(=O)c2ccncc2)ccc1N1CCOCC1
    -44%	-11%	-4%	24%	44%	5%	-3	0%	-3%	4%	16%
COC(=O)c1sc(-c2ccc(Cl)cc2)cc1NC(=O)c1ccccc1C(=O)O
    0%	20%	21µM*	13%	u	-1%	-2	-3%	1%	-1%	0%
N#C/C(=C\c1cc2c(cc1Br)OCO2)c1ccc(C(=O)O)cc1
    -9%	x	8%	-10%	6%	-5%	0	1%	-10%	-6%	0%
CC(OC(=O)CNC(=O)COc1ccccc1)C(=O)N(C)Cc1ccccc1 (configuration not stated)
    0%	-3%	2%	9%	x	-2%	-2	0%	x	-2%	-1%
CN(C)CCCNS(=O)(=O)c1ccc(-n2nnc3ccccc32)c([N+](=O)[O-])c1
    -58%	1%	-2%	8%	-21%	10%	3	-3%	-2%	1%	1%

Individual results from the entries so far.
RORgamma inh, CC(C)N(Cc1ccccc1)CC(O)COc1ccc(S(=O)(=O)N2CCOCC2)cc1Cl (configuration not stated) reads 13%
FLuc counter, C=CCn1c(SCC(=O)NC2CCCC2)nc2c([nH]c3ccccc32)c1=O reads 6%

Next section.
Each structure is followed by: BRCA1 expr up	p53 reactivator	FLuc counter	ELG1 repair inh	RORgamma inh	Rab9 prom act	TRPV1 ag	Tb PFK inh	Gal4-VP16 FLuc	NPC1 promoter act	ELG1 genotoxic
CCc1ccc(-c2cc3c(=O)n(CC(=O)NCCCN4CCN(C)CC4)ncn3n2)cc1
    u	u	2.4µM*	u	u	2.8µM*	-6	-1%	-28%	2.8µM*	u
CCCNC(=O)COc1coc(CN2CCN(c3cccc(Cl)c3)CC2)cc1=O
    -2%	-2%	2%	-1%	-14%	10%	1	-5%	-5%	1%	-6%
COc1ccc(CNC(=O)C[C@H]2C[C@H](C(=O)N3CCOCC3)[C@@]3(CCC4CCCC4)c4[nH]c5cc(-c6ccco6)ccc5c4CCN3C2=O)cc1OC
    -56%	7%	x	-4%	x	x	x	-5%	x	x	-3%
Cn1cnnc1SCC(=O)NNC(=O)COc1ccc(Cl)cc1
    -7%	2%	0%	9%	-2%	5%	0	-2%	3%	-1%	0%
CCc1[nH]nc(C(=O)N2CCCC(CO)(Cc3ccc(F)cc3F)C2)c1C (configuration not stated)
    -32%	3%	2%	3%	22%	-7%	24	-2%	u	-2%	-1%
CC1CCCN(C(=O)Cn2cnc3c2c(=O)n(C)c(=O)n3C)C1 (configuration not stated)
    -14%	0%	0%	13%	16%	16%	2	2%	2%	-1%	-1%
O=C(Cc1ccc2ccccc2c1)Nc1ccccc1Br
    2%	u	5%	9%	-15%	-1%	2	-4%	-3%	1%	0%
Cc1ccc(SCC(=O)NCc2ccncc2)cc1
    -5%	-3%	1%	16%	-1%	-6%	u	-1%	-2%	2%	0%
O=C(c1cc(S(=O)(=O)N2CCOCC2)c(Cl)cc1Cl)N1CCCCC1CO (configuration not stated)
    0%	20%	3%	-22%	-14%	u	1	2%	-7%	-2%	-2%
O=S(=O)(c1ccc(F)cc1)N1CCN(C(=S)NCC2CCCO2)CC1 (configuration not stated)
    -4%	-4%	-1%	0%	x	0%	13	-4%	x	-1%	-1%
Cc1ccc(S(=O)(=O)N2CCC(C(=O)NCCN3CCCCCC3)CC2)cc1
    2%	12%	3%	5%	14%	0%	-1	16%	-2%	-2%	-1%
COc1ccc2nc(SCC(=O)NC(C)(C)C)[nH]c2c1
    22%	3%	-1%	27%	2%	3%	5	3%	24%	2%	0%
O=C(NCC1CCCO1)C1CCN(C(=O)c2ccc(Br)cc2)CC1 (configuration not stated)
    5%	4%	-3%	5%	0%	8%	2	-1%	10%	2%	0%
O=C(CN(C(=O)c1csnn1)c1ccccc1)NCc1ccc2c(c1)OCO2
    31%	3%	0%	23%	8%	-1%	7	-17%	-13%	0%	-1%
Cc1cc(N2CCN(S(=O)(=O)c3ccc(Br)cc3)CC2)n2ncnc2n1
    -15%	-1%	0%	0%	3%	-6%	-3	4%	3%	-3%	2%
Fc1cc2ncn(Cc3ccccc3)c2cc1F
    -3%	-2%	7%	-5%	-38%	-1%	1	u	4%	0%	1%
NC(=O)/C(=C\c1cccnc1)NC(=O)c1ccccc1
    -13%	0%	-2%	10%	0%	2%	-1	-4%	-2%	0%	-1%

From PubChem BioAssay
